WT yeast gro inh = growth inhibition of WT yeast, mitochondrial fusion screen; mitochondrial fusion phenotypic screen, WT strain; inhibition, % at 10 µM; actives 2.1% (n = 190,000); AID 1362; in the data active = inhibition above about 58%; tested in S. cerevisiae
MT stabilize HCS = microtubule stabilizers in HeLa cells | HeLa tubulin immunostaining HCS, 24 h; share of cells brighter than vehicle mean+2SD | % tubulin-high responders, % at 10 µM | actives 0.83% (n = 200,000) | AID 2205;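 active = plate Z-score above 3 for both tubulin-high and condensed-nucleus cell shares, with cell loss under 80%, at 10 µM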;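 also: anti alpha tubulin signal scored within the nucleus-defined area of each cell; some results filed as inactive read as strong as hits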
T cell modulator = modulates CD8 T cell binding to vesicles; calls only at 7 µM; 2C CD8+ T cell-vesicle binding, flow cytometry; stronger effect = lower value; actives 0.068% (n = 330,000); AID 2052;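 active = response, share of CD8 T cells binding vesicles, and their 90th percentile fluorescence all below set limits, cut at about 80% in these data, passing the limit was not always enough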
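Material: murine 2C transgenic CD8+ T lymphocytes / Also added: QL9-peptide-loaded Drosophila micro-vesicles bearing Ld, ICAM-1 and B7-1 / Schedule: binding step 1.5 h, 37 °C, antibody labelling 20 min, ice / Signal: flow cytometry, PE anti-B7-1 (FL2) versus Alexa647 anti-CD8 (FL8), PFA-fixed / Evaluation: percent CD8+ FL2 mean versus row control / Benchmarks: naked versus QL9-loaded vesicles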
P. falciparum M1AAP = P. falciparum M1AAP inhibitors, biochemical, fluorogenic H-Leu-NHMec substrate, 1536-well (AID 1445); one-dose inhibition, % at 30 µM; IC50 in µM for titrated hits; actives 0.42% (n = 220,000); recombinant M1AAP, H-Leu-NHMec fluorogenic kinetic assay; higher % means a stronger effect;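 active = primary inhibition above the hit cutoff, then over 50% inhibition at one or more dose response concentrations, cut at about 23% in these data, passing the limit was not always enough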;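 also: plate controls were DMSO full reaction for no effect and no enzyme background for full effect; strong numbers were not always called active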
P. falciparum M17LAP = P. falciparum M17LAP inhibitors, primary screen, biochemical, fluorogenic H-Leu-NHMec substrate, 1536-well (AID 1619) | actives 0.38% (n = 220,000) | inhibition, % at 30 µM; hits with a dose series show IC50 in µM | recombinant M17LAP, H-Leu-NHMec fluorogenic kinetic assay; higher % means a stronger effect;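 active = compound inhibiting the enzyme by more than half at any dose during confirmatory dose-response retesting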;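 also: plate controls were full reaction with DMSO carrier for no effect and no enzyme background for full effect; strong numbers were not always called active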
Autophagy HCS = modulators of autophagy; MEF GFP-LC3 puncta imaging; test concentration mostly 10 µM; calls only at 10 µM (by protocol); actives 0.98% (n = 190,000); AID 463193;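 active = percentage of spot-positive cells more than 3 SD above its plate mean, without a fluorescence outlier flag or 80% toxicity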;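 also: spot-positive cell cutoff set from DMSO-treated cells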
Yfh1-off respiration = mitochondrial function rescue without frataxin homolog – Friedreich's ataxia, plus single-dose screen, dose response (AID 1465) | actives 0.074% (n = 220,000) | S. cerevisiae Yfh1-off respiration, WST-1 reduction, 72 h; higher fold induction means a stronger effect | one-dose fold induction at 50 µM; EC50 in µM for titrated hits;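 active = fold induction of absorbance versus untreated yeast above a set limit, then at least 30% activation at any dose in follow-up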;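 also: activators that raise dye reduction in frataxin-depleted yeast; strong numbers were not always called active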
b-catenin transl = alters nuclear translocation of beta-catenin in HeLa cells. immunofluorescence imaging. nuclear translocation activity, % at 5 µM. actives 0.3% (n = 190,000). AID 1665;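 active = nuclear translocation activity above 50% at 5 µM, with a well cell count of 50 or more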;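 also: per-cell ratio of nuclear to cytoplasmic median beta-catenin stain intensity; plate controls were DMSO negative control for no effect and GSK-3 inhibitor IX positive control for full effect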
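System: HeLa cells, endogenous beta-catenin; compound dosing: 5 µM primary single dose, 0.1% DMSO, 0.02–20 µM confirmation series; incubation: 24 h compound exposure at 37°C, 5% CO2; signal: beta-catenin immunofluorescence imaging with DAPI; evaluation: % activation, nuclear-to-cytoplasmic median beta-catenin signal ratio per cell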
Dynein cargo inh = blocks dynein driven cargo transport along microtubules; 3617.4 mouse cells, GR-EGFP nuclear translocation imaging; test concentration mostly 20 µM; stimulated with dexamethasone, 1 µM; stronger effect = lower value; z-score, hits read low; actives 0.47% (n = 220,000);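 active = plate z-score of nuclear minus cytoplasmic receptor signal below a set negative limit, without overly bright fluorescence or cell loss, cut at about -3.5 in these data, passing the limit was not always enough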;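 also: z-score of nuclear minus cytoplasmic ring GR-EGFP intensity difference per well; some compounds called inactive have numbers as strong as hits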
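Medium: Induction medium lacking tetracycline, stripped serum | Probe or stimulus: 1.0 µM final dexamethasone stimulus | Schedule: 48 h induction, then 1 h compound, then 30 min agonist, 37 °C | Signal: Automated 10x imaging of fixed Hoechst-stained cells | Evaluation: Per-cell GR-EGFP intensity, nucleus versus surrounding cytoplasmic ring, well-averaged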
WT yeast gro inh mutant strain = second read-out of WT yeast gro inh, no call of its own (marks repeat the call); inhibition, %; mitochondrial fusion phenotypic screen, mutant strain inhibition
Dynein cargo inh cytoplasmic EGFP = recorded beside Dynein cargo inh, whose call it bears; z-score; measured here: cytoplasmic GR-EGFP intensity; stronger effect = higher value
Dynein cargo inh nuclear GR-EGFP = further read-out of Dynein cargo inh, marked with its call; z-score; measured here: nuclear GR-EGFP intensity;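 lower value marks the stronger effect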
Dynein cargo inh cell count = further read-out of Dynein cargo inh, marked with its call; z-score; measured here: cell count per field
b-catenin transl cell count 5 µM = recorded beside b-catenin transl, whose call it bears; cell count; measured here: cell count, cytotoxicity flag
T cell modulator vesicle-bound % = recorded beside T cell modulator, whose call it bears; double positive events, %; measured here: CD8+ vesicle-bound cell fraction;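 binding gate set so that unloaded-vesicle control wells show 10% double positive cells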
MT stabilize HCS Hoechst-high % = recorded beside MT stabilize HCS, whose call it bears; % Hoechst-high responders; measured here: nuclear condensation Hoechst responders;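 share of cells brighter than vehicle mean plus two SD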
MT stabilize HCS cytotoxicity % = also measured in MT stabilize HCS; calls as there; toxicity, %; measured here: cytotoxicity by cell density;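 0% = mean cell density of plate MIN control wells and 100% = no cells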
Autophagy HCS cell loss 18 h = recorded beside Autophagy HCS, whose call it bears; toxicity, %; measured here: cell loss, nuclei count;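 cell loss after 18 h compound exposure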
* marks the source's active call; other numbers are inactive results; i = inactive; . = not tested or not shown.

SMILES | WT yeast gro inh | WT yeast gro inh mutant strain | MT stabilize HCS | MT stabilize HCS Hoechst-high % | MT stabilize HCS cytotoxicity % | T cell modulator | T cell modulator vesicle-bound % | P. falciparum M1AAP | P. falciparum M17LAP | Autophagy HCS | Autophagy HCS cell loss 18 h | Yfh1-off respiration | b-catenin transl | b-catenin transl cell count 5 µM | Dynein cargo inh | Dynein cargo inh cytoplasmic EGFP | Dynein cargo inh nuclear GR-EGFP | Dynein cargo inh cell count
O=C(c1ccco1)N1CCN(C(=O)c2ccccc2[N+](=O)[O-])CC1 | -2 | 0 | 1.3 | 1.5 | 3.3 | i | 14 | 5% | 5% | i | 2 | i | -0.5 | 1488 | -0.14 | -0.29 | 0.041 | 0.22
O=C(NCCN1C(=O)C2C3C=CC(C3)C2C1=O)N1CCCCC1 (stereo unspecified) | 7 | -1 | 6.6 | 1.3 | 5.6 | i | 43 | 11% | -6% | . | . | i | -2.4 | 1171 | 2.8 | 0.14 | 2 | -1.6
N#C/C(=C\c1cccs1)C(=O)Nc1ccccn1 | . | . | . | . | . | i | 19 | 5% | 6% | . | . | i | 0.9 | 1322 | -0.33 | -0.25 | -0.075 | 0.26
CCOC(=O)N1CC=C2C(C#N)=C(N)C(C#N)(C#N)[C@H](c3ccc(OC(C)C)c(OCC)c3)[C@H]2C1 | 10 | 1 | 2.1 | 1.4 | 13 | i | 47 | 5% | -6% | i | -9 | i | -3.3 | 1067 | -0.81 | 0.21 | -0.35 | 0.46
CCOC(=O)CSc1nc(N)c(C#N)c(CC(C)C)c1C#N | -3 | 5 | 5.1 | 2.8 | 1.7 | i | 41 | 4% | -4% | i | -13 | i | -3.7 | 998 | -0.64 | -0.32 | -0.15 | 0.59
CCC(C)(c1ccc(C(=O)OC)s1)c1ccc(C(=O)OC)s1 | 19 | 4 | 2.3 | 2.6 | 7.3 | i | 21 | 6% | -8% | . | . | i | -3.7 | 887 | -0.24 | -0.06 | 0.21 | -0.53
O=C1OC(Cc2ccccn2)C(=O)C1=C1SCCS1 (stereo unspecified) | 1 | 7 | 2.7 | 1.8 | 4.4 | i | 13 | 7% | 49% | i | -5 | i | -2.2 | 982 | 0.62 | 0.0074 | 0.5 | 0.27
O=C1NC(c2ccc(Br)cc2)=N/C1=C/c1ccco1 | 1 | 5 | 2.0 | 2.8 | 9.1 | i | 27 | 12% | -6% | i | 23 | i | -2.1 | 1111 | -0.43 | -0.24 | -0.32 | 0.085
COc1ccc(-c2ccc(SCC(=O)N3CCN(c4ccccc4)CC3)nn2)cc1 | -21 | -16 | 3.2 | 1.4 | 8.9 | i | 52 | 7% | -4% | i | 15 | i | -0.8 | 1137 | -0.097 | -0.22 | 0.16 | 0.37
Cc1cc(C)c(OCC(=O)Nc2nc3ccccc3[nH]2)c(C)c1 | -2 | -11 | 2.0 | 2.0 | 7.2 | i | 48 | 4% | -3% | i | 7 | i | -1.0 | 1125 | 0.24 | -0.15 | 0.027 | -0.28
COc1ccc2c(c1)[N+](C)(C)C(C)(C)C=C2C | -6 | 4 | 2.6 | 1.9 | 4.1 | i | 27 | 15% | -2% | i | 8 | i | 1.6 | 1028 | -0.99 | -0.23 | 0.17 | 0.83
CCN1C(=O)S/C(=C/c2cn(C)c3ccccc23)C1=O | -6 | -17 | 3.9 | 4.3 | 5.6 | i | 51 | 2% | -4% | i | -14 | i | 0.1 | 912 | 2.9 | -0.0092 | 0.97 | -2.1
COc1cccc(-n2ccnc2SCC(=O)N2CCCc3ccccc32)c1 | -6 | -7 | 6.6 | 2.2 | 11 | i | 41 | -2% | 6% | i | 7 | i | -3.5 | 1168 | -0.37 | -0.21 | -0.29 | -0.06
Cc1ccc(C(=O)NN2C(=O)C3C4c5ccccc5C(c5ccccc54)[C@@H]3C2=O)cc1 (stereo partly specified) | 2 | -3 | 3.1 | 3.2 | 7.2 | i | 31 | 3% | -2% | i | -1 | i | -3.6 | 1099 | -0.43 | -0.29 | -0.14 | 0.46
CCOC(=O)c1cc(CC)sc1NC(=O)CSc1nc2ccccc2c(=O)n1Cc1ccco1 | 9 | 9 | 3.8 | 2.4 | 7.6 | i | 19 | 7% | 15% | i | 3 | i | -1.0 | 925 | -0.26 | -0.18 | -0.068 | 0.67
Cc1cc(C)c(-n2c(SCc3nc4ccccc4s3)n[nH]c2=O)c(C)c1 | . | . | . | . | . | i | 35 | 0% | 2% | . | . | i | -0.2 | 1308 | -1.1 | -0.24 | -0.15 | 1.4
CCOC(=O)CSC1=C(C#N)C(c2ccc(C)cc2)C(C(=O)OC)C(=O)N1 (stereo unspecified) | 16 | 22 | 0.5 | 1.2 | 5.7 | i | 39 | 2% | 37% | i | -2 | i | -14 | 1286 | -0.51 | -0.09 | 0.042 | 0.23
Cn1c(C(=O)N2CCN(C3CCCCC3)CC2)cc2c(=O)n(C)c3ccccc3c21 | 6 | -3 | 4.7 | 3.9 | 8.4 | . | . | 7% | -2% | i | 13 | i | . | . | 0.033 | -0.25 | 0.3 | 0.49
Cn1c(=NC(=O)C2CC2)sc2cc(F)cc(F)c21 | 6 | 6 | 3.9 | 2.6 | 0.1 | i | 29 | 6% | 4% | i | 4 | i | . | . | -1 | -0.2 | -0.47 | 0.38
CCCCNc1nc2ccccc2n1CC(=O)Nc1ccc2c(c1)OCCO2 | . | . | . | . | . | i | 22 | 21% | 9% | . | . | i | -0.7 | 1327 | 0.85 | -0.16 | 1.2 | -1.6
Cc1cc(C)nc(N2CCC(C(=O)Nc3nnc(C)s3)CC2)n1 | -7 | -7 | 9.8 | 3.2 | 5.8 | i | 15 | -2% | 1% | i | 6 | i | 0.2 | 1164 | -0.21 | -0.26 | 0.13 | 0.46
c1ccc(-c2n[nH]c(-c3ccccn3)n2)cc1 | -4 | 10 | 1.8 | 2.1 | 5.9 | i | 25 | 12% | 11% | i | -6 | i | -1.6 | 1219 | -1.4 | 0.024 | -0.54 | 1
COCCNC(=O)c1sc2nc(-c3ccccc3)cn2c1C | 39 | -5 | 1.7 | 0.9 | 1.4 | i | 48 | 6% | 4% | i | 8 | . | . | . | -0.053 | -0.18 | 0.25 | -0.74
COCCN(CC(=O)NCC1CCCO1)C(=O)CCC(=O)Nc1cc(C)ccn1 (stereo unspecified) | -5 | 4 | 3.3 | 2.2 | 5.2 | i | 63 | -2% | -4% | i | -10 | i | 1.0 | 532 | 0.37 | -0.24 | 0.29 | 0.68
CC(=O)N1CCN(c2ccccc2NC(=O)Cc2ccc(Cl)cc2)CC1 | 4 | 5 | 3.2 | 1.7 | 3.4 | i | 58 | 3% | 5% | i | -1 | i | -1.3 | 987 | 0.75 | -0.27 | 0.53 | 0.025
Cc1cccc(NC(=S)N/N=C(\c2ccccc2)C(C)C)c1 | 73* | 68* | 2.9 | 1.8 | 11 | i | 28 | 9% | 3% | i | -9 | i | 0.3 | 1004 | 1.4 | 0.043 | 1.5 | -2
COC(=O)CSCc1nc2ccccc2[nH]c1=O | 11 | 4 | 3.0 | 1.0 | 5.1 | i | 39 | 1% | 4% | i | -53 | i | -1.1 | 437 | 0.41 | 0.4 | 1.1 | -0.11
CCOC(=O)C1=C(C)N(c2ccc(C)c(C)c2)C(=O)/C1=C\c1ccco1 | 14 | -83 | 4.8 | 3.2 | 14 | i | 46 | -2% | 12% | i | 10 | i | -3.1 | 918 | -0.92 | -0.036 | -0.76 | -0.38
CC(=O)c1c(C)[nH]c(C(=O)Nc2cc(C)ccc2C)c1C | 1 | -4 | 2.3 | 2.6 | 6.8 | i | 40 | 0% | -1% | i | 4 | i | -0.9 | 1204 | -0.31 | -0.15 | -0.15 | 0.47
CC1CCCN(c2ccc(C(=O)OCn3nnc4ccccc4c3=O)cc2[N+](=O)[O-])C1 (stereo unspecified) | 9 | 8 | 4.5 | 2.0 | 7.5 | i | 12 | -3% | -2% | i | 14 | i | -0.9 | 1052 | -1.1 | -0.33 | -0.69 | 1.4

Retrieved one by one from the entries so far:
SMILES | WT yeast gro inh | WT yeast gro inh mutant strain | MT stabilize HCS | MT stabilize HCS Hoechst-high % | MT stabilize HCS cytotoxicity % | T cell modulator | T cell modulator vesicle-bound % | P. falciparum M1AAP | P. falciparum M17LAP | Autophagy HCS | Autophagy HCS cell loss 18 h | Yfh1-off respiration | b-catenin transl | b-catenin transl cell count 5 µM | Dynein cargo inh | Dynein cargo inh cytoplasmic EGFP | Dynein cargo inh nuclear GR-EGFP | Dynein cargo inh cell count
COCCNC(=O)c1sc2nc(-c3ccccc3)cn2c1C | 39 | -5 | 1.7 | 0.9 | 1.4 | i | 48 | 6% | 4% | i | 8 | . | . | . | -0.053 | -0.18 | 0.25 | -0.74
CCOC(=O)CSC1=C(C#N)C(c2ccc(C)cc2)C(C(=O)OC)C(=O)N1 (stereo unspecified) | 16 | 22 | 0.5 | 1.2 | 5.7 | i | 39 | 2% | 37% | i | -2 | i | -14 | 1286 | -0.51 | -0.09 | 0.042 | 0.23

Compound activity as filed in PubChem BioAssay.
